All columns: NCI-60 one-dose screen, growth in % after 48 h at 10 µM unless noted; 100 = growth as untreated, 0 = no growth, -100 = all killed.
COLO 205: COLO 205 colon cancer; hit rate 7.3% among 79,000; AID 1794742
KM12: KM12 colon cancer cells. hit rate 5% among 82,000
HCC-2998: HCC-2998 colon cancer | hit rate 4.7% among 79,000 | AID 1794799
SNB-75: SNB-75 CNS cancer; hit rate 5% among 79,000
HCT-116: HCT-116 colon cancer; hit rate 7.3% among 82,000; AID 1794798
HCT-15: HCT-15 colon cancer; AID 1794746; hit rate 5.2% among 82,000
SW-620: SW-620 colon cancer; hit rate 5.2% among 82,000; AID 1794795
SNB-19: SNB-19 CNS cancer cells | hit rate 2.5% among 81,000 | AID 1794751
HT29: HT29 colon cancer; hit rate 7.4% among 81,000
Active calls of the source: *; nt = no result given; & = joins results of further samples. How the source made its calls: active means growth percent below 10; inactive means the rest.

1	Cc1ccc(-c2c(C#N)c(=O)oc3cc(O)ccc23)cc1
2	c1ccc(Nc2cccn3nnnc23)cc1
3	O=C(Nc1ccc(NC(=O)c2cc(S(=O)(=O)Nc3ccc(F)cc3)c(O)c(O)c2O)cc1)c1cc(S(=O)(=O)Nc2ccc(F)cc2)c(O)c(O)c1O
4	O=C1/C(=C/c2ccccc2)CCC/C1=C\c1ccccc1
5	C=CC1CCC(C=C)C(C=C)C1 (centres undefined)
6	O=C1CC(c2ccc(I)cc2)OC2C=Cc3ccccc3C12 (centres undefined)
7	COc1ccc(N2CCN(c3cc(Nc4nc(-c5cc(OC)c(OC)c(OC)c5)cs4)nc(C)n3)CC2)cc1
8	COc1ccc2cc([C@@H]3C[C@H](Cl)CCO3)ccc2c1
9	C#Cc1ccc(-n2c(/C=C/c3ccc(Cl)c(F)c3)nc3ncccc3c2=O)cc1
10	CN(c1ccccc1)c1cc(N)nc(N)n1

Assay by compound | 1 | 2 | 3 | 4 | 5 | 6 | 7 | 8 | 9 | 10
HCT-15 | 98 | 104 | 97 | 81 | 112 | 95 | 74 | 94 | 2.4* | 99
COLO 205 | 95 | 105 | 115 | 127 | 105 | 118 | 95 | 107 | -90* | 103
KM12 | 101 | 110 | 101 | 10 | 105 | 93 | 89 | 100 | nt | 102
HCC-2998 | 107 | 102 | 96 | 81 | 104 | 117 | 92 | 102 | -84* | 87
SNB-75 | 109 | 103 | 78 | 96 | 102 | 111 | 83 | 104 | -65* | 91
SW-620 | 103 | 104 | 104 | 22 | 109 | 103 | 94 | 102 | -27* | 102
SNB-19 | 100 | 97 | 98 | 95 | 107 | 101 | 91 | 94 | 22 | 100
HCT-116 | 60 | 99 | 111 | -79* | 97 | 99 | 61 | 96 | -53* | 97
HT29 | 99 | nt | 99 | 30 | 103 | 91 | 65 | 103 | -53* | 96

11	Cc1ccccc1NCc1nnc(-c2ccc(Cl)cc2)o1
12	CCOc1c(C#N)c(Nc2ccc(S(N)(=O)=O)cc2)c(C#N)c(=O)n1CC(=O)c1ccccc1
13	O=C(COc1ccc(-c2nc3ccc(C(=O)c4ccccc4)cc3[nH]2)cc1)N=Nc1c(O)[nH]c2ccccc12
14	O=C(/C=C/c1cccc(F)c1)OCc1ccc2cc1OCC#C/C=C\C#CCO2
15	Cc1ccc(-c2c(-[n+]3noc(=O)[nH]3)no[n+]2[O-])cc1
16	COc1cc2c(cc1OC)C1c3ccccc3NC(=O)N1CC2 (centres undefined)
17	CC(C)COC(c1ccccc1)c1ccccc1
18	CC(C)(C)N1CC(OC(N)=O)C1
19	COc1ccc(S(=O)(=O)N2CCC(N3CCC(C)CC3)CC2)cc1
20	O=C(c1ccccc1F)N(Cc1ccc(Cl)cc1)c1ccccn1

Assay by compound | 11 | 12 | 13 | 14 | 15 | 16 | 17 | 18 | 19 | 20
HCT-15 | 102 | 87 | 93 | 91 | 101 | 106 | 112 | 113 | 103 | 81
COLO 205 | 101 | 109 | 93 | 94 | 117 | 107 | 110 | nt | 98 | 96
KM12 | 96 | 105 | 87 | 96 | 105 | 102 | 105 | 108 | 98 | 98
HCC-2998 | 103 | 107 | 94 | 92 | 112 | 102 | 97 | nt | nt | 131
SNB-75 | 100 | 92 | 102 | 91 | nt | 85 | 132 | 82 | nt | 107
SW-620 | 95 | 113 | 101 | 90 | 107 | 105 | 117 | 104 | 99 | 114
SNB-19 | 98 | 94 | 90 | 87 | 101 | 101 | 95 | 106 | 97 | 121
HCT-116 | 96 | 91 | 95 | 71 | 104 | 102 | 102 | 99 | 102 | 90
HT29 | 101 | 108 | 94 | 63 | 113 | 105 | 85 | 101 | 100 | 74

21	O=S(=O)(c1ccccc1)c1nnc(Cc2ccc3ccccc3c2)n1CCCc1cnc[nH]1
22	COc1ccc(Oc2nc(Nc3ccc(N4CCOCC4)cc3)ncc2NC(=O)c2cccc(SC)c2)cc1
23	COc1ccc(/C=C2\C(=O)N=C3N2NC(C)=CN3c2ccccc2)cc1
24	CCOC(=O)c1ccc2nc(-c3c(C)nn(-c4ccccc4)c3N3CCCCC3)[nH]c2c1
25	COc1cc(C(=O)/C=C/c2ccc(Oc3ccc(Br)cc3)cc2)cc(OC)c1OC
26	N#CCC(N)=C(C#N)C#N
27	NS(=O)(=O)c1ccc(Nc2nc(N/N=C/c3ccc(Cl)cc3)nc(Nc3ccccc3)n2)cc1
28	O=C1OC2CC1(O)CC(O)C2O (centres undefined)
29	NS(=O)(=O)c1ccc(CN2C(=O)c3cccc4cccc(c34)C2=O)cc1
30	Cn1ncc2c(N)nc(NCCO)nc21

Assay by compound | 21 | 22 | 23 | 24 | 25 | 26 | 27 | 28 | 29 | 30
HCT-15 | 103 | 68 | 102 | 102 | 104 | 102 | 76 | 97 | 88 | 105
COLO 205 | 109 | 95 | 116 | 108 | 97 | 114 | 74 | 112 | 99 | 105
KM12 | 100 | 80 | 105 | 97 | 96 | 106 | 63 | 108 | 99 | 114
HCC-2998 | 112 | 98 | 106 | 104 | 94 | 115 | 76 | 85 | 107 | 110
SNB-75 | 75 | 79 | 98 | 79 | 85 | 80 | 94 | 82 | 84 | nt
SW-620 | 100 | 94 | 104 | 98 | 98 | 107 | 101 | 105 | 104 | 99
SNB-19 | 91 | 101 | 98 | 95 | 96 | 96 | 82 | 95 | 100 | 109
HCT-116 | 106 | 76 | 99 | 90 | 96 | 103 | 44 | 102 | 93 | 107
HT29 | 106 | 76 | 105 | nt | 111 | 108 | 34 | 93 | 102 | 107

Record cards, as listed above. Screens in order: HCT-15, COLO 205, KM12, HCC-2998, SNB-75, SW-620, SNB-19, HCT-116, HT29
NS(=O)(=O)c1ccc(CN2C(=O)c3cccc4cccc(c34)C2=O)cc1 as listed: 88, 99, 99, 107, 84, 104, 100, 93, 102
O=C1OC2CC1(O)CC(O)C2O (centres undefined) as listed: 97, 112, 108, 85, 82, 105, 95, 102, 93

Continuation.
31	O=C(Nc1ccccc1)Nc1nnc(-c2ccncc2)o1
32	O=S(=O)(Nc1cc(Br)c(O)c2ccccc12)c1ccc(F)cc1
33	CCOC(=O)/C(C#N)=C1\SS/C(=C(/C#N)C(=O)OCC)S1
34	CC(O)CN1CC(C)N(CC(C)O)CC1C (centres undefined)
35	Cc1oc2ccccc2[n+]1C
36	S=c1[nH]c2ccccc2n2cccc12
37	Cc1nc(-c2cc3ccccc3oc2=O)ccc1C(=O)/C=C/c1cccs1
38	COC(=O)C1C2CC(=O)C(C2)C1C(=O)OC (centres undefined)
39	CN1CCN(Cc2nnc3n(Cc4ccccc4)c(=O)c4c5c(sc4n23)CCCC5)CC1
40	Cc1nc(/N=C(N)/N=C(\N)c2ccccc2Cl)sc1C

Assay by compound | 31 | 32 | 33 | 34 | 35 | 36 | 37 | 38 | 39 | 40
HCT-15 | 104 | 87 | 103 | 92 | 106 | 109 | 91 | 103&102 | 110 | 64
COLO 205 | 99 | 93 | 35 | 116 | 123 | 115 | 128 | 108&108 | 93 | 95
KM12 | 100 | 86 | 96 | 96 | 103 | 111 | 92 | 101&104 | 99 | 82
HCC-2998 | 104 | 98 | 115 | 102 | 97 | 119 | 108 | 105&106 | 98 | 87
SNB-75 | nt | 100 | 92 | 95 | 97 | 63 | 82 | 93&100 | 103 | 86
SW-620 | 99 | 104 | 83 | 107 | 101 | 113 | 101 | 101&100 | 97 | 69
SNB-19 | 97 | 108 | nt | 110 | 110 | 91 | 93 | 104&100 | 105 | 69
HCT-116 | 104 | 51 | 93 | 108 | 105 | 105 | 104 | 98&100 | 73 | 69
HT29 | 97 | 113 | 100 | 101 | 112 | 102 | 105 | 94&108 | 88 | 70

41	C=C(CN1CC=CCC1)[C@@H]1CC[C@]2(COC(C)=O)CC[C@]3(C)[C@H](CC[C@@H]4[C@@]5(C)CC[C@H](O)C(C)(C)[C@@H]5CC[C@]43C)[C@@H]12
42	S=c1sc2ccccc2n1C=Nc1ccccc1
43	CC(C)C(=O)Nc1cc(Cl)ccc1Cl
44	Brc1ccc(-c2cnc3nonc3n2)cc1
45	COC(=O)C1=C(C)C(=O)CC1
46	C#CCOc1cc(/C=N/Nc2nc(-c3ccccc3)cs2)ccc1O
47	Cc1noc(-c2[nH]c(C)c3c2CCCCC3=O)n1
48	COc1cc(-c2nc(-c3ccccc3)[nH]c2-c2ccnc(NCCCNS(=O)(=O)c3ccc(C(F)(F)F)cc3)n2)ccc1Cl
49	Cc1cc(NCc2cc(Nc3ccnc4cc(Cl)ccc34)ccc2F)nc(N2CCN(c3ccccc3)CC2)n1
50	O=S(Nc1ccccc1)c1cccc(Cl)c1 (centres undefined)

Assay by compound | 41 | 42 | 43 | 44 | 45 | 46 | 47 | 48 | 49 | 50
HCT-15 | 101 | 103 | 110 | 55 | 121 | 65 | 62 | 23&14 | 16 | 108
COLO 205 | 105 | 97 | 107 | 71 | 141 | 105 | 63 | 11&49 | 14 | 105
KM12 | 106 | 99 | 104 | 78 | 121 | 94 | 85 | 33&25 | 69 | 96
HCC-2998 | 112 | 90 | 95 | 91 | 116 | 96 | 80 | 51&49 | 28 | 137
SNB-75 | 99 | 80 | 104 | 96 | 94 | 88 | 31 | 68&59 | 58 | 96
SW-620 | 97 | 92 | 105 | 78 | 106 | 96 | 83 | 56&47 | 46 | 76
SNB-19 | 97 | 101 | 98 | 88 | 104 | 99 | 75 | 54&57 | 77 | 95
HCT-116 | 94 | 104 | 104 | 60 | 103 | 95 | 70 | 17&16 | 1.7* | 101
HT29 | 80 | 107 | 101 | 70 | 98 | 112 | 57 | 18&44 | 14 | 96

51	O=S(=O)(Oc1ccccc1)c1ccc(Cl)c(Cl)c1
52	CN1CCN(C(=O)c2ccc(NC(=O)Nc3ccc(-c4nc(N5CCOCC5)c5cccn5n4)cc3)cc2)CC1
53	COc1ccc(C2C3=C(COC3=O)N(CCO)c3cc4c(cc32)OCO4)cc1 (centres undefined)
54	Cc1nc2cc(Nc3nc(N4CCCC4)nc(N4CCOCC4)n3)ccc2n1Cc1ccccc1
55	Cc1cn(-c2cc(NC(=O)c3ccc(C)c(Nc4nccc(-c5cnccn5)n4)c3)cc(C(F)(F)F)c2)cn1
56	COc1ccc(OC)c(Nc2ncccc2C(=O)NCc2cn(Cc3cccc(Oc4ccccc4)c3)nn2)c1
57	CCCSC1=NC2C(N(CC)C(=O)N2CC)N1/N=C/C=C/c1ccccc1[N+](=O)[O-] (centres undefined)
58	CNC1=C([N+](=O)[O-])C(c2ccc(F)cc2)C(C#N)=C(c2cccs2)O1 (centres undefined)
59	Oc1ccc(/C=C2\CCCc3cc4ccc(O)cc4[o+]c32)c(O)c1
60	Clc1ccc(CSc2ccnc(SCc3ccc(Cl)cc3Cl)n2)c(Cl)c1
61	CCOC(=O)CC(=O)C(OC)OC

Assay by compound | 51 | 52 | 53 | 54 | 55 | 56 | 57 | 58 | 59 | 60 | 61
HCT-15 | 102 | 13 | 99 | 57 | 82 | 62 | 16 | 107 | 10 | 97 | 105
COLO 205 | 115 | -11* | 109 | 94 | 25 | 97 | 0.7* | 112 | 51 | 147 | 115
KM12 | 101 | 9.0* | 95 | 76 | 46 | 64 | 15 | 104 | 6.0* | 108 | 116
HCC-2998 | 100 | 5.5* | 107 | 112 | nt | 97 | 15 | 107 | 31 | 126 | 104
SNB-75 | 109 | -38* | 82 | 104 | 88 | nt | nt | 95 | 92 | 120 | 117
SW-620 | 101 | 11 | 101 | 108 | 75 | 89 | 37 | 109 | 20 | 102 | 103
SNB-19 | 100 | 3.3* | 112 | 111 | 74 | 80 | 30 | 107 | 58 | 115 | 99
HCT-116 | 100 | 7.0* | 99 | 62 | 43 | 80 | 7.3* | 100 | 16 | 95 | 120
HT29 | 96 | 5.7* | 99 | 67 | 20 | 93 | 9.1* | 104 | 88 | 102 | 111

Compounds above that have bromine (3):
25	COc1cc(C(=O)/C=C/c2ccc(Oc3ccc(Br)cc3)cc2)cc(OC)c1OC
32	O=S(=O)(Nc1cc(Br)c(O)c2ccccc12)c1ccc(F)cc1
44	Brc1ccc(-c2cnc3nonc3n2)cc1

Assay by compound | 25 | 32 | 44
HCT-15 | 104 | 87 | 55
COLO 205 | 97 | 93 | 71
KM12 | 96 | 86 | 78
HCC-2998 | 94 | 98 | 91
SNB-75 | 85 | 100 | 96
SW-620 | 98 | 104 | 78
SNB-19 | 96 | 108 | 88
HCT-116 | 96 | 51 | 60
HT29 | 111 | 113 | 70

2 entries from above, with values under each structure.
Values run as follows: HCT-15	COLO 205	KM12	HCC-2998	SNB-75	SW-620	SNB-19	HCT-116	HT29
60: Clc1ccc(CSc2ccnc(SCc3ccc(Cl)cc3Cl)n2)c(Cl)c1
→ 97	147	108	126	120	102	115	95	102
57: CCCSC1=NC2C(N(CC)C(=O)N2CC)N1/N=C/C=C/c1ccccc1[N+](=O)[O-] (centres undefined)
→ 16	0.7*	15	15	nt	37	30	7.3*	9.1*
